# High-throughput results from PubChem BioAssay.
# B2AR arrestin – qHTS assay of beta-arrestin-biased ligands of beta2-adrenergic receptor | Beta-2 adrenergic receptor (Homo sapiens), P07550 | beta-arrestin recruitment to beta2AR, cell-based reporter | Potency, µM (series often up to 46.1 µM), for the others: at the top dose activation, usual class: activators | hit rate 0.02% among 330,000 | AID 492947, 2010;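 note: potency is the fitted concentration of half-maximal effect; 0% = DMSO controls and full agonism = EC100 isoproterenol or metaproterenol; nearly all actives have a fitted effect of over 65% in size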
# Target sequence (P07550 whole entry, looked up): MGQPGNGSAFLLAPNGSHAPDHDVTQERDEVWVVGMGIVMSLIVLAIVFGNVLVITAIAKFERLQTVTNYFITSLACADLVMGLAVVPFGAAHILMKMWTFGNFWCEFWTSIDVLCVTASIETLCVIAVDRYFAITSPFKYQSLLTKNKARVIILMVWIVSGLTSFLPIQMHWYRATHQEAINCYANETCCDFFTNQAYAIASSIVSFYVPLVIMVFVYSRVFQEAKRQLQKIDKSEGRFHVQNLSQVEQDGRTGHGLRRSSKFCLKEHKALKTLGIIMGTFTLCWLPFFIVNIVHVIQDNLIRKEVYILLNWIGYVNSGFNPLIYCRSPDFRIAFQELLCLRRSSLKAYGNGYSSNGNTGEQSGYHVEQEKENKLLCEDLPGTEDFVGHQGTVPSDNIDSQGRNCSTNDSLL
# KCNH2 WT inh – qHTS for Inhibitors of KCHN2 3.1: Wildtype qHTS | U2OS, BacMam KCNH2, thallium flux FluxOr; hits give low values | activity change, % at 1.84 µM | hit rate 0.37% among 340,000;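 active = maximum activity change below -70%; inconclusive = maximum activity change between -70% and -50%; inactive = maximum activity change above -50%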
#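 U2OS cells were transduced with wild-type KCNH2 virus (2.03 x 10^8 / mL) for 4 h at room temperature, then cultured overnight at 37 C. Thallium flux was read with FluxOr dye. Rate constants were normalized to DMSO controls.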
# KCNH2 3.1 block – qHTS for Inhibitors of KCHN2 3.1: Mutant qHTS | AID 720553, 2013 | hit rate 0.95% among 340,000 | activity change, % (tested at about 1.8 µM) | U2OS KCNH2 3.1, thallium flux FluxOr; hits give low values;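 active = maximum activity change below -70%; inconclusive = maximum activity change from -70% to -50%; inactive = maximum activity change above -50%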;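 note: thallium influx rate constant from kinetic fluorescence after stimulation buffer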
#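 Channel expression came from 3.1 mutant virus (1.77 x 10^8 /mL) applied to suspended U2OS cells for 4 h. Flux was tracked with FluxOr dye plus Red40 quencher, and kinetic rate constants normalized to controls.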
# USP2a inh – qHTS Assay for Inhibitors of Ubiquitin-specific Protease USP2a Using CHOP2 as the Reporter; Ubiquitin carboxyl-terminal hydrolase 2 (Homo sapiens), O75604; AID 463254, 2010; USP2 core, Ub-CHOP2 coupled fluorogenic reporter, 485/531; hit rate 0.01% among 330,000; Potency, µM (highest dose often 38.3 µM), for inactives: at the highest dose activity change, negative = inhibition, usual class: inhibitors;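 note: potency is the fitted concentration of half-maximal effect; plate controls were DMSO wells for no effect and full inhibition by NEM control for full effect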
# Target sequence (O75604 whole entry, looked up): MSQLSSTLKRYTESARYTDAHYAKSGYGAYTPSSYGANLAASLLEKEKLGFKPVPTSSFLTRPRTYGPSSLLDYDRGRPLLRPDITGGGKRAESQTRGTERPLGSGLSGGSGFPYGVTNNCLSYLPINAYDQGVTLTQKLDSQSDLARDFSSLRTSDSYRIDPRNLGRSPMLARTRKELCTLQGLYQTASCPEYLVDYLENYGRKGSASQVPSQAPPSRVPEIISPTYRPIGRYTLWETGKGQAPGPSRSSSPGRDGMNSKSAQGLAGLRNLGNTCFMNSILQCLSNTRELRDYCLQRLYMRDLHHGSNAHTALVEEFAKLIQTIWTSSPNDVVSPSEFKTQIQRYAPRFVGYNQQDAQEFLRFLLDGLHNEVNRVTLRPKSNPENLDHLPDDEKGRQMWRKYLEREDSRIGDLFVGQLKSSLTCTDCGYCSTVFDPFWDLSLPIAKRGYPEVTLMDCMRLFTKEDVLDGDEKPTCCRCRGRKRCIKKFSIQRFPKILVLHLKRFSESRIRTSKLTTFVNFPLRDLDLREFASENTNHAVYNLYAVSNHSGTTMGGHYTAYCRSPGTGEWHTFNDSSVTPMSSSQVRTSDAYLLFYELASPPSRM
#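 Deubiquitinase activity read as fluorescence (485/531 nm) after Ub-CHOP2 cleavage activates the enterokinase reporter on its substrate; USP2 core 10nM, Ub-CHOP2 and substrate 25nM each, 30min compound preincubation then 60min RT; data normalized to NEM, curves fitted.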
# GALK inhibitor – qHTS Assay for Inhibitors of Human Galactokinase (GALK). Potency, µM (series often up to 57.5 µM), without a hit: at the highest dose activity change, negative = inhibition, hits mostly inhibitors. Purified GALK, Kinase-Glo residual ATP luminescence. hit rate 0.007% among 270,000. P51570; note: potency is the fitted concentration of half-maximal effect
#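 5 nM enzyme, 35 uM ATP, 100 uM galactose, 20 mM HEPES pH8.0, 5 mM MgCl2; 1 h RT; residual ATP by Kinase-Glo Plus luminescence, qHTS format.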
# Chronic BCR inh – qHTS Assay to Find Inhibitors of Chronic Active B-Cell Receptor Signaling | ABC-DLBCL IkBa-CBG/CBR reporter, luminescence ratio, 4 h | Potency, µM (top dose mostly 46.1 µM), for inactives: at the highest dose ratio change, negative = lower green/red ratio, usual class: inhibitors | hit rate 0.05% among 340,000 | AID 493014, 2011; active = well fitted inhibition curve with a large enough effect in the signal ratio, with a control signal flat, not every such curve was filed as active; inconclusive = small, poorly fitted or top-dose-only effect, or effect the other way, or a change in a side signal; the % refers to the signal ratio;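 note: potency is the fitted concentration of half-maximal effect; plate controls were basal doxycycline-induced cells for no effect and cells given 10 µM MG132 for full effect; MG132 reads +100%, hits lower the ratio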
#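 Doxycycline induced both beetle luciferases in TMD8 lymphoma cells; IKK-driven degradation limits the IkappaBalpha-fused green signal, while red luminescence normalises for cell number and nonspecific effects. Compounds tested up to 46 uM, 4 hrs.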
# PKM2 act – qHTS Assay for Activators of Human Muscle isoform 2 Pyruvate Kinase | Pyruvate kinase PKM (Homo sapiens), P14618 | purified PKM2, Kinase-Glo ATP luminescence, activation; response scale: 0% is enzyme alone, no compound | Potency, µM (titrated, usually from 57.5 µM), for inactives: at the top dose activation, hits mostly activators | hit rate 0.34% among 260,000 | AID 1631, 2009; note: potency is the fitted concentration of half-maximal effect; nearly all actives have a fitted effect of over 55% in size
#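 ATP formation by purified human PK-M2, quantified via coupled luciferase luminescence after 1 h at room temperature with 0.1 mM ADP and 0.5 mM PEP final.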
# Coupling enz – qHTS Assay for Inhibitors of Fructose-1,6-bisphosphate Aldolase from Giardia Lamblia: Coupling assay counterscreen. hit rate 0.67% among 290,000. activity change, negative = inhibition, % at 58.2 µM, hits read low. coupling enzyme system counterscreen, AmpLite Red fluorescence; in the data active = activity change below about -30%
#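 Counterscreen lacking aldolase: glyceraldehyde-3-phosphate coupling-enzyme reagent preincubated 10 min at RT with compound (at 57.5 uM final), then substrate/coupling system with AmpLite Red added; fluorescence read at 525/598 nm after 20 min RT.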
# uPA generation – qHTS for Inhibitors of Cell Surface uPA Generation | cell surface uPA generation assay, qHTS | Potency, µM (doses to about 38.3 µM), without a hit: top-dose activity change, negative = inhibition, hits mostly inhibitors | hit rate 0.31% among 330,000; active = well fitted inhibition curve with a large enough effect; inconclusive = small, poorly fitted or top-dose-only effect; inactive = no such curve, though single readings can be large or run the other way; tested in mouse RAW 264.7 cells; note: potency is the fitted concentration of half-maximal effect; nearly all actives have a fitted effect of over 55% in size
# Giardia killer – Small Molecules that selectively kill Giardia lamblia: qHTS. Giardia lamblia trophozoite viability. activity change, % at 7.66 µM, hits read low. hit rate 0.15% among 340,000; in the data active = activity change below about -80%; inconclusive = between about -30% and that limit;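 note: parasites exposed to compound for two days anaerobically before the ATP read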
#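 Viability, read as ATP luminescence: trophozoites at 100 cells/well, compound added, 48 hrs anaerobic at 37 deg C, then 15-30 min room-temperature development before reading.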
# Eya2 inh – qHTS Assay for Inhibitors of the Phosphatase Activity of Eya2; Protein phosphatase EYA2 (Homo sapiens), O00167; recombinant Eya2, OMFP fluorescence dephosphorylation (OMFP is methylfluorescein phosphate); Potency, µM (doses to about 76.9 µM), without a hit: at the top dose activity, negative = inhibition, actives largely listed as inhibitors; hit rate 0.006% among 330,000; note: potency is the fitted concentration of half-maximal effect
#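 Eya2 protein (added as 0.2 uM solution) was preincubated with compound for 10 min at ambient temperature in 50 mM HEPES pH 7.5, 50 mM NaCl, 5 uM MgCl2, 0.05% BSA, 1 mM DTT. OMFP (added at 50 uM) then reacted 10 min; fluorescence read at 485/525 nm.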
# * = called active by the depositor; ? = inconclusive; / = no result given; [ ] = another dose, or the depositor's remark. Unless noted, calls come from the whole dose curve; as a rule, active = well fitted curve in the direction sought with a large enough effect; inconclusive = small, poorly fitted or top-dose-only effect, or another doubt; inactive = no such curve, though single readings can be large; an effect the other way counts as inactive or inconclusive. Unless noted, % is set by controls: 0 for no effect and ±100 for the full control effect.
Structure,GALK inhibitor,Eya2 inh,PKM2 act,Giardia killer,B2AR arrestin,uPA generation,USP2a inh,KCNH2 WT inh,Coupling enz,Chronic BCR inh,KCNH2 3.1 block
CN(C)CCCNc1nc(-c2ccc(Cl)cc2)nc2ccccc12,-3%,-1%,0%,-10,0.1%,-17%,-1%,9,0,?,-5
O=C(COc1ccccc1Br)NCc1ccco1,0%,-5%,-2%,13,0.0%,/,2%,-23,0,4%,3
Cc1nnc(SCC(=O)c2cc(C)n(C3CC3)c2C)s1,4%,-2%,-13%,-11,-0.4%,-1%,0%,2,7,0%,-1
O=C(OCC(=O)c1ccc[nH]1)c1ccc(S(=O)(=O)N2CCCCC2)cc1,-2%,-13%,0%,/,-0.4%,/,-5%,/,5,?,/
CN(Cc1cnn(C)c1)Cc1nc(COc2ccccc2)no1,1%,4%,4%,7,-0.7%,1%,2%,18,5,?,-2
CN(C)S(=O)(=O)c1ccc(N2CCCC2)c(C(=O)Nc2nc3ccc(F)cc3s2)c1,0%,3%,-4%,0,-0.5%,-1%,-2%,11,1,0%,/
COc1ccc(NC(=O)CN(C)C2CCCCC2)c([N+](=O)[O-])c1,0%,7%,-19%,8,-0.8%,0%,4%,25,1,5%,-19
Cc1cc(=O)oc2c3c(cc(OCC(=O)NCc4cccnc4)c12)OC(C)(C)CC3,/,16%,1%,10,-1.0%,-9%,2%,-2,0,13%,-9
CCOC(=O)C1CCN(C(=O)CSc2nnc(-c3ccco3)n2-c2ccccc2)CC1,-1%,5%,2%,-16,-0.9%,3%,1%,3,0,9%,1
Cc1ccc(NC(=O)COC(=O)c2oc3ccccc3c2C)cc1S(=O)(=O)N1CCOCC1,/,-4%,/,-9,-0.2%,1%,3%,-4,/,1%,-8
CCCNC(=O)c1ccccc1NC(=O)c1ccccc1N(C)S(C)(=O)=O,2%,2%,6%,-16,-1.0%,-2%,3%,16,4,-1%,/
Cc1cc(C)c(C)c(S(=O)(=O)NC2CCN(Cc3ccccc3)CC2)c1C,-2%,-4%,4%,6,-0.6%,2%,-1%,3,4,-1%,-6

# The last two compounds of the section above come first, to join the parts.
Structure,GALK inhibitor,Eya2 inh,PKM2 act,Giardia killer,B2AR arrestin,uPA generation,USP2a inh,KCNH2 WT inh,Coupling enz,Chronic BCR inh,KCNH2 3.1 block
CCCNC(=O)c1ccccc1NC(=O)c1ccccc1N(C)S(C)(=O)=O,2%,2%,6%,-16,-1.0%,-2%,3%,16,4,-1%,/
Cc1cc(C)c(C)c(S(=O)(=O)NC2CCN(Cc3ccccc3)CC2)c1C,-2%,-4%,4%,6,-0.6%,2%,-1%,3,4,-1%,-6
Cc1ccccc1-c1nn2c(-c3ccccc3)nnc2s1,5%,-7%,-11%,-14,-1.2%,-7%,-3%,-15,5,?,-17
CCNC(=O)OCc1cn(-c2ccccc2)nn1,-3%,-7%,-3%,-29,-1.0%,1%,7%,2,2,3%,-3
Cc1ccc(S(=O)(=O)c2cc3c(=O)n4cccc(C)c4nc3n(C3CCCCC3)c2=N)cc1,5%,15%,/,-12,0.1%,-3%,0%,1,-3,9%,5
CCCC(=O)C1=C(SCC)CC(C)(C)C(C(=O)OC)C1=O (configuration not stated),1%,12%,2%,-4,0.1%,-5%,0%,-11,1,9%,17
CCC1CCCCN1CCCNC(=O)CN1C(=O)c2cccnc2Oc2ccc(Cl)cc21 (configuration not stated),-1%,1%,/,-8,0.0%,-12%,5%,-6,/,0%,2
COCCCn1c(C(=O)NC2CCCCC2C)cc2c(=O)n3cccc(C)c3nc21 (configuration not stated),3%,-1%,/,36[activator],-0.5%,15%,1%,-17,/,0%,-5
Cc1cccc(N2CCN(C(=O)c3cccc(S(=O)(=O)N4CCc5ccccc5C4)c3)CC2C)c1 (configuration not stated),-1%,-12%,-3%,19,0.6%,?,-1%,15,-2,-3%,-7
Cc1ccc(S(=O)(=O)CC(=O)c2ccc([N+](=O)[O-])cc2)cc1,1%,4%,22µM*,-12,-0.2%,11%,9%,-7,5,?,-3
C=CCNC(=O)c1cn(CC)c2cc(N3CCN(C(=O)c4ccco4)CC3)c(F)cc2c1=O,-3%,-3%,/,-27,0.0%,-15%,-2%,-9,-1,9%,-22
CCC(C(=O)NCc1ccco1)N(C(=O)CNS(=O)(=O)c1ccccc1)C1CCCCC1 (configuration not stated),0%,2%,0%,2,0.1%,-1%,1%,9,4,1%,1
Cc1cccc(-n2c(SCC(=O)Nc3ccc4c(c3)OCO4)nnc2-c2ccoc2C)c1,-2%,-4%,-2%,-9,0.1%,-1%,-1%,-90*,7,-5%,-71*
Cc1ccc(/C=C2\SC(=S)N(CCC(=O)NNC(=O)c3cccnc3)C2=O)cc1,0%,1%,-5%,-15,-0.1%,0%,2%,1,4,?,-14
CCCOc1ccc(-c2nc(=S)[nH][nH]2)cc1,4%,-2%,0%,-12,-0.3%,/,0%,14,11,?,-2
Cc1ccc(SCc2[nH]nc3c2C(C(C)C)C(C#N)=C(N)O3)cc1 (configuration not stated),/,-2%,2%,-7,-0.6%,0%,1%,1,0,?,-1
CCOC(=O)c1c(NC(=O)CN2C(=O)NC(C)(c3ccccc3)C2=O)sc(C)c1C (configuration not stated),-3%,-15%,0%,10,4.4%,-7%,-4%,1,0,-11%,2
O=C(CCC1CCCN(C(=O)CCN2CCCCC2=O)C1)NCc1ccccc1F (configuration not stated),4%,?,-15%,5,-0.3%,1%,0%,-8,1,6%,0
O=C(c1c[nH]c(C(=O)C(Cl)(Cl)Cl)c1)c1ccc(F)cc1Cl,-1%,-2%,?,-10,0.0%,2%,14%,-1,-1,-14%,0
Cc1ccc(C(=O)Oc2ccc(/C=N/NC(N)=O)cc2)cc1,1%,-7%,2%,2,0.0%,8%,0%,1,12,6%,0
Cc1ccc(S(=O)(=O)N2CCC(C(=O)N[C@@H](Cc3ccccc3)C(=O)O)CC2)cc1,2%,-7%,-5%,7,0.0%,/,0%,3,25,?,-3
Cc1cc(NC(=O)CSc2cc(Cl)ccc2Cl)n(-c2ccccc2)n1,-2%,-3%,-4%,2,-0.2%,-19%,-1%,-4,-8,-21%,-14
CCN1CN(Cc2ccccc2)CNC1=S,/,-7%,-3%,?,-0.7%,1%,2%,-1,0,6%,6
Nc1c(C(=O)CSc2ncccn2)c(=O)[nH]c(=O)n1C1CC1,/,8%,/,9,-2.3%,-16%,0%,1,/,?,-1
COc1ccnc(Oc2ccccc2)c1C(=O)N/C=N/OCc1ccc(F)cc1Cl,3%,-21%,-8%,-1,0.1%,5%,-11%,8,-3,?,4
C[C@@H]1COC(=O)[C@@H](Cc2ccc(F)cc2)C/C=C\C[C@@H](CC(=O)NCCO)C(=O)N1,/,-21%,/,7,-0.5%,18%,1%,-24,/,-1%,-5
CC(Sc1ccc(S(=O)(=O)N2CCN(C)CC2)cn1)C(=O)NC1CCCCC1 (configuration not stated),/,?,/,-13,-0.2%,0%,2%,-6,/,0%,-6
COc1ccc(CN2Cc3cccc4c3[C@@H](CC2=O)[C@H](O)[C@H](O)C4)cc1,/,5%,/,0,0.2%,16%,0%,-2,/,0%,1
CCN(CC)CCCN(C(=O)c1ccco1)c1nc(-c2ccc(Cl)cc2)cs1,-2%,8%,0%,17,-0.2%,-9%,-1%,-42,1,-1%,-80*
Cc1cc(C(=O)COC(=O)c2cccnc2Cl)c(C)n1-c1c(C)n(C)n(-c2ccccc2)c1=O,2%,18%,-1%,8,-0.2%,-13%,12%,-3,-1,0%,29
O=C(Cc1ccccc1)NCCSCc1ccc(Cl)cc1,2%,-14%,2%,-10,-0.3%,0%,0%,14,4,13%,-12
CC(C(=O)N1CCOCC1)n1cc([N+](=O)[O-])cn1 (configuration not stated),3%,0%,9%,-18,0.2%,7%,2%,-4,2,-13%,6
CCOc1cc(/C=N\NC(=O)c2ccc(NC(=O)C(C)(C)C)cc2)ccc1OC(=O)c1ccc(OC)cc1,0%,5%,-9%,-16,-0.3%,0%,3%,7,-3,?,8
